CHT inh – inhibitors of human choline transporter CHT. CHT-expressing cells, membrane potential dye, choline response; stronger effect = lower value. 310,000 compounds, 0.86% hits. B-score at 10 µM. High affinity choline transporter 1 (Homo sapiens), Q9GZV3;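 active = B-score over 3 SD under the library average, and starting fluorescence ratio not unusually high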;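 also: choline stimulus applied at its EC90 after an EC20 pre-addition; B-score computed on integrated fluorescence ratio after choline addition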
KCNQ2 block – KCNQ2 potassium channel inhibitors, primary screen, cell-based, CHO-K1, FluxOR thallium flux, B-score (AID 2156); Potassium voltage-gated channel subfamily KQT member 2 (Rattus norvegicus), O88943; 20 min; stronger effect = lower value; B-score at 10 µM; 310,000 compounds, 1.1% hits;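 active = fluorescence ratio B-score at most minus 3 library SDs, with starting brightness B-score within 2 library SDs, cut at about -5.5 in these data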
Target sequence (O88943 whole entry, looked up): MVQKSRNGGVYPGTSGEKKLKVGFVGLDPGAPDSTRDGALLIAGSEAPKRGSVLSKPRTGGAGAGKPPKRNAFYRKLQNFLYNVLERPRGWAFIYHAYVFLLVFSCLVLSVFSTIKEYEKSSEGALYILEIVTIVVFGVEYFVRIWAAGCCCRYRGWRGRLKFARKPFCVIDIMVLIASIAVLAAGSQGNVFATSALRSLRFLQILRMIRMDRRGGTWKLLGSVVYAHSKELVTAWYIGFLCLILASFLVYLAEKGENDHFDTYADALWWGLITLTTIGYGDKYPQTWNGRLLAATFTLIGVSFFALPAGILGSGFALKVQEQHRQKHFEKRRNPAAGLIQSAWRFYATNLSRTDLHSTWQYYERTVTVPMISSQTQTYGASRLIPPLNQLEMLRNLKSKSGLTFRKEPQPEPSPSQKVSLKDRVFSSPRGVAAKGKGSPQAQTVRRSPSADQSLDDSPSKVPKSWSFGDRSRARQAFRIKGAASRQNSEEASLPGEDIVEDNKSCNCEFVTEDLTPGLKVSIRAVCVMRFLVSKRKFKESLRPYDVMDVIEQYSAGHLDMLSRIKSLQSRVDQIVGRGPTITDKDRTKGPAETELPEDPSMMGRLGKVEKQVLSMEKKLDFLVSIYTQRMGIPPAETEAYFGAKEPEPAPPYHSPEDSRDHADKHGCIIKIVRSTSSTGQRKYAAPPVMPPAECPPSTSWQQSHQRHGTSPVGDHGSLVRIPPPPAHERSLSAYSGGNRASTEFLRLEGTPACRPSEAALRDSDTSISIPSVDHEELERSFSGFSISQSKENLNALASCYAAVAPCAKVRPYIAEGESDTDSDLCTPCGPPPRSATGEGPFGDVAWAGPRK
Kir21 block – inhibitors of mouse Kir2.1 inward-rectifier potassium channel | HEK293-Kir2.1, FluxOR thallium flux fluorescence; stronger effect = lower value | B-score at 10 µM | 310,000 compounds, 0.85% hits | AID 1672, 2009;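 active = fluorescence ratio B-score at or below minus 3 SD of library scores, with starting-brightness B-score within 2 SD, cut at about -4.2 in these data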;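 also: channel flux triggered by added potassium and thallium sulfate stimulus; B-score of peak minus minimum fluorescence over baseline after thallium stimulus; more negative B-score means stronger Kir2.1 block with less thallium influx; some compounds called inactive have numbers as strong as hits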
An asterisk follows results filed as active; i = inactive; nt = no result given.

The opening 5 entries, ahead of the listing:
mol,CHT inh,KCNQ2 block,Kir21 block
O=C(Nc1ccc(F)cc1)C(Cc1ccccc1)n1cccc1 (stereo not given),i,i,0.43
COc1ccc(C(=O)NC(=S)NCC2CCCO2)cc1 (stereo not given),i,i,0.02
c1ccc(CSc2nc3ccccc3[nH]2)cc1,i,i,-0.09
CSc1ccc(CN2CCC(Oc3ccc(C(=O)N4CCCC4)cc3)CC2)cc1,i,i,-4.4*
COc1ccccc1CNc1ccc(Br)cn1,i,i,-2.3

This part in full, previewed entries included:
mol,CHT inh,KCNQ2 block,Kir21 block
O=C(Nc1ccc(F)cc1)C(Cc1ccccc1)n1cccc1 (stereo not given),i,i,0.43
COc1ccc(C(=O)NC(=S)NCC2CCCO2)cc1 (stereo not given),i,i,0.02
c1ccc(CSc2nc3ccccc3[nH]2)cc1,i,i,-0.09
CSc1ccc(CN2CCC(Oc3ccc(C(=O)N4CCCC4)cc3)CC2)cc1,i,i,-4.4*
COc1ccccc1CNc1ccc(Br)cn1,i,i,-2.3
O=S(=O)(c1ccc(F)cc1)N1CCC2(CC1)OCCO2,i,i,-0.11
CC(C)[C@H](NC(=O)c1ccco1)C(=O)OCC(=O)N(C)c1ccccc1,i,i,-0.05
C/C(=N\NC(=O)c1cccc(C)c1)c1ccc(N2CCOCC2)cc1,i,i,0.57
COc1ccc(C(=O)N2CCCC(c3nc(-c4cccs4)no3)C2)cc1 (stereo not given),i,i,-0.6
CCOC(=O)N1CCC(NC(=O)C(NS(=O)(=O)c2cccc3nsnc23)c2ccccc2)CC1 (stereo not given),i,i,-1.2
CCN(CC)S(=O)(=O)c1cccc(-c2nnc(SCC(=O)c3cc(C)n(C4CC4)c3C)o2)c1,i,i,-0.13
CC(=O)Nc1c([N+](=O)[O-])cc2[nH]c(=O)[nH]c2c1[N+](=O)[O-],i,i,1.6
Cc1cc(=O)oc2c1c(C)nn2-c1cccc(Cl)c1,i,i,-0.41
Cc1ccccc1P(=O)(CO)c1ccccc1C,i,i,0.95
CC(C)Oc1ccc(C(=O)CCN2CCCCC2)cc1,i,i,0.3

The listing continues.
mol,CHT inh,KCNQ2 block,Kir21 block
Cc1ccc(-c2nn(C)c(=O)c3ccccc23)cc1CNS(C)(=O)=O,i,i,-0.69
O=C(Nc1cc([N+](=O)[O-])ccc1O)c1ccc2c(c1)C(=O)N(Cc1ccco1)C2=O,i,i,0.93
COCCNC(=S)N(CCc1c(C)[nH]c2ccc(C)cc12)Cc1cc(OC)c(OC)c(OC)c1,i,i,-1.9
CC(C)c1cc(NC(=O)CSc2nnc(-c3ccccc3F)n2C)on1,i,i,-0.21
CN(Cc1nc2ccccc2c(=O)[nH]1)c1ccccc1,i,i,-0.17
Cc1ccc(-c2cc(C(=O)Nc3ccc(S(=O)(=O)Nc4onc(C)c4C)cc3)c3ccccc3n2)cc1,i,i,0.03
O=C(CCn1c(=O)c2cccn2c2cccnc21)N1CCN(c2cccc(Cl)c2)CC1,i,i,-1.6
O=C(NCCCO)c1ccc2[nH]c3c(c2c1)CCCC3,i,i,1.5
Cn1ccnc1-c1nnn(-c2ccc(Cl)c(Cl)c2)n1,i,i,0.03
Cc1ccc(/C=C2/SC(=S)N(CCC(=O)N3CCN(c4ccccc4)CC3)C2=O)cc1,nt,i,-0.01
CC(Sc1ccsc1[N+](=O)[O-])C(=O)NCc1ccccc1 (stereo not given),i,i,0.09
C[C@H](NS(=O)(=O)c1ccc(Cl)c(Cl)c1)C(=O)OCc1cc(=O)n2cc(Br)ccc2n1,i,i,-1
O=C(NCC(O)COc1ccc([N+](=O)[O-])cc1)Nc1ccccc1 (stereo not given),i,i,0.39
CNC(=O)C1CCN(S(=O)(=O)c2c(C)noc2/C=C/c2ccc(OC)cc2)CC1,i,i,-0.1
Cc1c(N=Nc2ccc(N(C)C)cc2)c(=O)n(-c2ccccc2)n1C,nt,i,-0.31

The list goes on.
mol,CHT inh,KCNQ2 block,Kir21 block
COc1cc(C(=O)N/N=C/c2ccc(OC(=O)c3ccccc3Cl)cc2)ccc1O,i,i,-0.31
CCC(=O)N(Cc1cc2ccccc2[nH]c1=O)c1ccc(OC)cc1,i,i,-0.06
Cc1nn(CCCC(=O)Nc2ccccn2)c(C)c1[N+](=O)[O-],i,i,0.63
COC(=O)c1ccccc1NC(=S)NC(=O)COc1ccc(C)cc1,i,i,-0.48
COc1ccc(-n2nc3c(c2NC(=O)c2cc4ccccc4o2)CS(=O)(=O)C3)cc1,i,i,-0.45
Cc1ccccc1C(=O)N1CCN(c2ncnc3c2cnn3-c2ccccc2)CC1,i,i,0.74
COc1ccc(CNC(=O)C2CCN(S(=O)(=O)N3CCCCC3)CC2)c(OC)c1,i,i,0.1
CC1(C)C2CC=C(/C=N/NC(=S)Nc3cccnc3)C1C2 (stereo not given),i,i,0.67
CC(C)C[C@@H](CSc1ccc(Br)cc1)N1CCN(C)CCC1=O,i,i,-0.71
CC(Nc1c[nH]c(=O)[nH]c1=O)c1ccccc1 (stereo not given),i,i,2.1
CC(C)(C)c1ccc(OCC(=O)NCCN2CCOCC2)cc1,i,i,-0.06
COc1ccc(CCN2C(=O)CN(Cc3ccccc3)CC2=O)cc1OC,i,i,-1.5
COCCn1nnnc1C(CC(C)C)N1CCN(C(=O)c2ccco2)CC1 (stereo not given),nt,i,0.01
O=C(CCn1c(=O)sc2ccccc21)Nc1nccs1,i,i,-0.01
O=C(Nc1ccc(N2CCN(C(=O)c3ccco3)CC2)cc1)c1ccc(F)cc1,i,i,-0.02

(listing goes on)
mol,CHT inh,KCNQ2 block,Kir21 block
Cn1c(N2CCN(S(=O)(=O)c3ccc(F)cc3)CC2)nc2ccccc21,i,i,1.5
COC(=O)CN1C(=O)COc2ccc(S(=O)(=O)N3CCOCC3)cc21,i,i,-1
O=C(CSc1nc(-c2ccccc2)c(-c2ccccc2)o1)Nc1nnc(-c2ccccc2)s1,i,i,0.06
CCC(C)(C)NC(=O)Cc1ccc(F)cc1,i,i,-1.1
CSc1cccc(NC(=O)N2CCc3ccc(NC(=O)c4ccccn4)cc3C2)c1,i,i,0.09
CCOC(=O)c1cc(OC(=O)c2ccccc2)n(-c2ccccc2)n1,i,i,-0.03
Cc1cc(NC(=O)CSc2nc(N)c(NC(=O)c3ccccc3)c(=O)[nH]2)no1,i,i,0.31
O=C(/C=C/c1ccc(Cl)cc1)NC(=S)NN1CCCCC1c1cccnc1 (stereo not given),i,i,-0.66
CCC(C)c1ccc(NS(=O)(=O)c2c(C)[nH]c(=O)[nH]c2=O)cc1 (stereo not given),i,i,-0.52
O=C(c1ccc2c(=O)n3c(nc2c1)CCCCC3)N1CCN(c2ccccc2)CC1,i,i,0
FC(F)(F)c1cc(-c2ccccc2)nc(N2CCCCCC2)n1,i,i,0.52
Cc1c(C)c(C)c(S(=O)(=O)Nc2ccc3[nH]c(=O)[nH]c3c2)c(C)c1C,i,i,2.2
Cc1nc2c(ncn2-c2ccccc2)c(=O)n1NC(=O)CN1CCCC1,i,i,1.9
Cn1cccc1-c1cc(C(=O)N/N=C/c2cccc(O)c2)[nH]n1,i,i,1.3
COc1ccccc1CCC(=O)Nc1cc(S(=O)(=O)N2CCCCC2)ccc1N1CCN(C)CC1,i,i,-0.27

Additional compounds
mol,CHT inh,KCNQ2 block,Kir21 block
O=c1[nH][nH]c(C(F)(F)F)c1C=NCc1cccc(Cl)c1,i,i,1.1
CN(Cc1ccccc1)C(=O)CN1C(=O)c2ccc([N+](=O)[O-])cc2C1=O,i,i,-0.73
O=C1CN(C(=O)COc2ccccc2)c2ccccc2N1,i,i,0.85
COC(=O)c1cn(CCC#N)nc1-c1ccc2ccccc2c1,i,i,0.83
CCN(c1ccc(NC(=O)COC(=O)c2ccc(C)c(S(=O)(=O)N3CCOCC3)c2)cc1)C(C)C,i,i,-0.05
Cc1nn(CC(O)COc2ccc3c(c2)CCC3)c(C)c1C (stereo not given),i,i,-2.6
CCn1cc(C(=O)Nc2ccc(OC)c(OC)c2)c2cc(OC)c(OC)cc2c1=O,i,i,-0.54
CCCCN(C)C(=O)c1nc2ccccn2c1CNCCCn1ncc2ccccc21,i,i,0.28
O=C(O)c1cccc2c1C(=O)N(Cc1ccccc1)C2,i,i,-1.5
COc1cc(/C=N/NC(=O)c2nnn(-c3nonc3N)c2C(C)C)ccc1OCc1ccccc1,i,i,-0.03
O=c1[nH]c(=O)n(-c2ccc(F)cc2)c2c1C(C(F)(F)F)(C(F)(F)F)N=C(c1ccc(F)cc1)N2,-7*,i,0.65
CCCC(=O)Nc1c(O)c2ccccc2[nH]c1=O,i,i,2.3
CCn1cc(CN2CCC(n3nccc3NC(=O)c3ccccc3C)CC2)c(C)n1,i,i,0.59
O=C(CN1CCN(c2ccccc2F)CC1)c1ccc(O)cc1O,i,i,2.6
CCCc1nnc(NC(=O)C23CC4CC(CC(C4)C2)C3)s1,i,i,0.45

Further structures follow:
Molecule,CHT inh,KCNQ2 block,Kir21 block
COc1ccc(NC(=O)C(=O)NCCN2CCN(C(=O)c3ccc(C)cc3)CC2)cc1,i,i,0
O=C(COC(=O)c1ccc[nH]c1=O)NCCc1ccc(Cl)cc1Cl,i,i,-0.91
COCC(C)n1c(SCc2ccc(OC)c(F)c2)nc2ccccc2c1=O (stereo not given),nt,i,0.12
COC(=O)C1=C(N)Oc2cc(C)n(Cc3cccnc3)c(=O)c2C1c1ccc(OC)c(OC)c1OC (stereo not given),i,i,0.81
CN(C)c1ccc(C(=O)Nc2ccc(O)c3c(=O)cc(-c4ccccc4Cl)oc23)cc1,i,-5.8*,-2.2
OCCC1CN(Cc2ccc(-n3cccn3)cc2)CCN1Cc1ccccc1 (stereo not given),i,i,-3.4
CCOC(=O)Cn1c(=O)c2c(nc3n2CCCN3CCc2ccccc2)n(C)c1=O,i,i,-0.53
CC(=O)Nc1ccc(NC(=O)c2ccccc2N(C)S(=O)(=O)c2ccccc2)cc1,i,i,-0.15
CC(=O)NC(=S)NNC(=O)c1ccc(Br)cc1,i,i,0.29
O=C(O)CC(NS(=O)(=O)c1c(F)cc(F)cc1Br)c1ccccc1Cl (stereo not given),i,i,-2.5

The listing continues:
Molecule,CHT inh,KCNQ2 block,Kir21 block
O=C1c2ccccc2C(O)(Cc2ccccc2)N1CCCN1CCOCC1 (stereo not given),i,i,-0.24
CCCCNC(=O)CCNS(=O)(=O)c1ccc(C)cc1,i,i,1.4
S=C(Nc1ccccc1)Nc1ccc(Br)cn1,i,i,-2.1
CCN(Cc1ccccc1)S(=O)(=O)c1cc(C(=O)NC2CCCCCC2)ccc1OC,-5.1*,-6.8*,0.03
CCC(C)(C)n1nnnc1C(c1cc2cc(OC)c(OC)cc2[nH]c1=O)N1CCc2ccccc21 (stereo not given),i,i,1.2
Cc1cccc(Nc2c3c(nc4ccccc24)CCC3)c1,i,i,-6*
CCOC(=O)C/C(C)=N\Nc1nc(-c2ccccc2)cs1,i,i,-2.6
Cc1ccc(S(=O)(=O)NC(=O)c2ccc(F)cc2)c(C)c1,i,i,-0.69
Cc1noc(C)c1C(=O)Nc1cccc2ncccc12,i,i,-0.47
O=C(NCc1cccs1)c1cc(-c2ccccc2)nn1CC1CC(c2cccnc2)=NO1 (stereo not given),i,i,1.3

Next structures
Molecule,CHT inh,KCNQ2 block,Kir21 block
COc1ccc(NC(=O)c2ccco2)cc1NC(=O)c1ccc(Br)o1,i,i,1.5
COc1ccc(OC)c(C(=O)COC(=O)CNC(=O)c2ccccc2)c1,i,i,-0.15
NC(=O)C1CCCN(S(=O)(=O)c2ccccc2)C1 (stereo not given),i,i,-0.68
COc1cccc(-c2cc(=O)c3cc(NC(=O)c4ccc(N(C)C)cc4)ccc3[nH]2)c1,i,i,-0.06
O=C(NC1C(=O)NNC1c1ccc(Cl)cc1)c1ccc(F)cc1 (stereo not given),i,i,-2
CCCSc1nnc(NC(=O)Nc2ccccc2)s1,i,i,-0.16
COc1ccc(CN(C)c2nc(-c3cccnc3)nc3ccccc23)cc1OC,i,i,-1.9
CC(C)CC(=O)N1CCC(O)(CS(=O)(=O)Cc2ccc(Cl)cc2)CC1,i,i,0.97
Cc1ccc(NC(=O)CN(C)CC(=O)Nc2ccccc2Oc2ccccc2)cc1,i,i,0.34
CC(C)CNC(=O)c1ccc(Cl)c(NC(=O)COc2ccccc2)c1,i,i,-0.9

More records.
Molecule,CHT inh,KCNQ2 block,Kir21 block
O=C(CCl)N(c1ccccc1)c1ccccc1,nt,i,-1.2
CCOC(=O)N1CCN(c2cc(=O)n(-c3ccccc3C)c(=O)[nH]2)CC1,i,i,-0.11
Cn1ncc2c(Nc3cccc([N+](=O)[O-])c3)ncnc21,i,i,0.71
O=c1[nH]cnc2sc3c(c12)CCC3,i,i,-1.4
COc1ccc(NC(=O)COC(=O)C(CC(C)C)N2C(=O)C3CC=CCC3C2=O)cc1Cl (stereo not given),i,i,-2.3

Screening results as filed in PubChem.
